# High-throughput results (PubChem BioAssay)
# TcdB inh = blocks C. difficile toxin B glycohydrolase activity | inhibition, % at 9.99 µM | P18177 | TcdB glycohydrolase enzymatic assay, plate reader | actives 0.24% (n = 350,000); in the data active means inhibition above about 10%
# * hit, by the source's call; & = joins results of further samples. Only part of the results is shown; rates above refer to the full screens.
# The first three compounds, to show the layout:
SMILES,TcdB inh
CCCc1cn(CC[C@H]2CC[C@@H](NC(=O)C3CCCCC3)[C@H](CO)O2)nn1,-1.5
CCCNC(=O)Nc1ccc2c(c1)C(=O)N(C)C[C@@H](OC)[C@H](C)CN(Cc1ccc(-c3ccccn3)cc1)[C@@H](C)CO2,-0.1
C[C@@H]1CCCCO[C@H](CN(C)S(=O)(=O)c2cccs2)[C@H](C)CN([C@@H](C)CO)C(=O)c2cc(NS(=O)(=O)c3ccccc3)ccc2O1,-1.5

# This part in full, previewed entries included:
SMILES,TcdB inh
CCCc1cn(CC[C@H]2CC[C@@H](NC(=O)C3CCCCC3)[C@H](CO)O2)nn1,-1.5
CCCNC(=O)Nc1ccc2c(c1)C(=O)N(C)C[C@@H](OC)[C@H](C)CN(Cc1ccc(-c3ccccn3)cc1)[C@@H](C)CO2,-0.1
C[C@@H]1CCCCO[C@H](CN(C)S(=O)(=O)c2cccs2)[C@H](C)CN([C@@H](C)CO)C(=O)c2cc(NS(=O)(=O)c3ccccc3)ccc2O1,-1.5
C[C@H](CO)N1C[C@H](C)[C@@H](CN(C)S(=O)(=O)c2cn(C)cn2)OCCCC[C@H](C)Oc2ccc(NC(=O)c3ccccc3)cc2C1=O,-0.4
Cc1ccccc1S(=O)(=O)N1CCCCN2[C@H](CO)[C@@H](c3ccc(-c4ccccc4)cc3)[C@@H]2C1,-1.0
O=C(c1ccncc1)N1C[C@H]2[C@@H](c3ccccc31)[C@@H](CO)N2C(=O)c1ccccc1F,-1.6
O=C(Nc1ccc(F)cc1)N1CC(=O)N2[C@H](C1)[C@H](c1ccc(C#Cc3ccc(F)cc3)cc1)[C@@H]2CO,0.3
C[C@H]1CCCCO[C@H](CN(C)C(=O)Nc2ccc(C(F)(F)F)cc2)[C@@H](C)CN([C@@H](C)CO)C(=O)c2cc(NC(=O)C3CCCCC3)ccc2O1,-2.9
O=C(C[C@H]1CC[C@@H]2[C@H](COC[C@H](O)CN2Cc2ccc(Oc3ccccc3)cc2)O1)N1CCc2ccccc2C1,-0.3
C[C@H](CO)N1C[C@H](C)[C@H](CN(C)C(=O)CC2CC2)Oc2cc(C#CCN(C)C)ccc2S1(=O)=O,0.4
C[C@@H]1CN([C@@H](C)CO)C(=O)c2cc(-c3ccc(F)cc3)cnc2O[C@H]1CN(C)Cc1cccnc1,-1.1
O=C(Nc1ccc2c(c1)[C@H]1C[C@@H](CC(=O)N3CCOCC3)O[C@@H](CO)[C@H]1O2)c1cccnc1,-1.8
Cc1noc(C)c1NC(=O)Nc1ccc2c(c1)C(=O)N([C@@H](C)CO)C[C@H](C)[C@@H](CN(C)S(=O)(=O)c1ccc(F)cc1)OCCCC[C@H](C)O2,0.6
COCC#Cc1cnc2c(c1)C(=O)N([C@@H](C)CO)C[C@@H](C)[C@H](CN(C)C(=O)C1CCOCC1)O2,-4.5
N#C[C@H]1[C@H](c2ccccc2)[C@@H](CO)N1C(=O)CN1CCOCC1,-0.7
COc1ccc(NC(=O)Nc2ccc3c(c2)CC(=O)N([C@H](C)CO)C[C@H](C)[C@H](CN(C)Cc2ccccc2)O3)cc1,-0.4
CCC(=O)Nc1ccc2c(c1)OC[C@@H](C)N(C(=O)Cc1cccnc1)C[C@H](C)[C@H](OC)CN(C)C2=O,0.6
CC(=O)N(C)C[C@H]1Oc2cc(C#Cc3ccccc3)ccc2S(=O)(=O)N([C@@H](C)CO)C[C@H]1C,0.4
C[C@@H]1CN([C@H](C)CO)C(=O)c2cccc(NC(=O)Nc3ccc(C(F)(F)F)cc3)c2O[C@@H]1CN(C)C(=O)NC1CCCCC1,-0.2
COc1ccc(S(=O)(=O)Nc2ccc3c(c2)CC(=O)N([C@@H](C)CO)C[C@H](C)[C@@H](CN(C)S(=O)(=O)c2c(C)noc2C)O3)cc1,-0.1
C[C@@H]1CCCCO[C@H](CN(C)S(=O)(=O)c2cccs2)[C@@H](C)CN([C@@H](C)CO)C(=O)c2cc(NS(=O)(=O)c3cn(C)cn3)ccc2O1,3.0
C[C@@H]1CN([C@@H](C)CO)C(=O)c2cc(NC(=O)c3ccccc3)ccc2O[C@@H](C)CCCCO[C@@H]1CN(C)C(=O)CCCN(C)C,1.1
CC(=O)N(C)C[C@H]1Oc2cc(C#C[C@@H](C)O)ccc2S(=O)(=O)N([C@@H](C)CO)C[C@H]1C,0.3
Cc1ccc(S(=O)(=O)N(C)C[C@H]2Oc3ccc(NC(=O)c4ccncc4)cc3C(=O)N([C@H](C)CO)C[C@@H]2C)cc1,-0.4
CC(C)NC(=O)Nc1cccc2c1O[C@@H](CN(C)Cc1ccc(-c3ccccc3)cc1)[C@@H](C)CN([C@@H](C)CO)C2=O,1.2
# Next results.
SMILES,TcdB inh
COc1ccc(NC(=O)N(C)C[C@H]2OCCCC[C@@H](C)Oc3ccc(NS(=O)(=O)c4ccc(Cl)cc4)cc3C(=O)N([C@H](C)CO)C[C@H]2C)cc1,-1.8
C[C@@H]1CN([C@@H](C)CO)C(=O)c2cc(/C=C/c3ccccc3)cnc2O[C@@H]1CN(C)C(=O)C1CCC1,-0.1
Cc1noc(C)c1S(=O)(=O)Nc1ccc2c(c1)CC(=O)N([C@@H](C)CO)C[C@@H](C)[C@@H](CN(C)C(=O)Nc1ccc(C(F)(F)F)cc1)O2,3.2
O=C(c1ccc(F)cc1)N1CCCCN2[C@H](CO)[C@@H](c3ccc(C#CC4(O)CCCC4)cc3)[C@@H]2C1,-1.5
COc1cccc(NC(=O)C[C@@H]2CC[C@@H]3[C@H](COc4ccc(NC(=O)C5CCCCC5)cc4C(=O)N3C)O2)c1,-0.2
COc1ccc(NC(=O)Nc2cccc3c2O[C@H](CN(C)CC2CCCCC2)[C@@H](C)CN([C@@H](C)CO)C3=O)cc1,-0.9
COc1cccc(-c2ccc3c(c2)O[C@@H](CN(C)C(C)=O)[C@H](C)CN([C@@H](C)CO)S3(=O)=O)c1,1.6
COCC#Cc1ccc2c(c1)O[C@@H](CN(C)S(C)(=O)=O)[C@H](C)CN([C@H](C)CO)S2(=O)=O,-2.4
CC(C)NC(=O)N(C)C[C@@H]1Oc2ccc(NC(=O)Cn3cnnn3)cc2CC(=O)N([C@@H](C)CO)C[C@@H]1C,0.1
O=C(Cc1ccncc1)N1CCCCN2[C@H](CO)[C@H](c3ccc(C#Cc4ccccc4F)cc3)[C@H]2C1,0.9
O=C(C[C@H]1CC[C@@H]2[C@H](COC[C@H](O)CN2C(=O)Nc2ccc(C(F)(F)F)cc2)O1)NCCc1ccncc1,0.6
C[C@@H]1CN([C@@H](C)CO)C(=O)c2cc(N(C)C)ccc2O[C@@H](C)CCCCO[C@@H]1CN(C)C(=O)Nc1ccc(F)cc1,-21.8
C[C@H](CO)N1C[C@H](C)[C@H](CN(C)C(=O)Nc2ccc3c(c2)OCO3)Oc2ccc(NC(=O)Cc3ccccc3)cc2C1=O,-0.2
C[C@@H]1CN([C@H](C)CO)S(=O)(=O)c2ccc(C3=CCCCC3)cc2O[C@H]1CN(C)C(=O)C1CCC1,1.3
C[C@@H]1CN([C@H](C)CO)C(=O)c2cc(NS(=O)(=O)c3cn(C)cn3)ccc2O[C@@H](C)CCCCO[C@H]1CN(C)C(=O)Nc1ccc2c(c1)OCO2,-0.6
C/C=C/c1ccc([C@H]2[C@@H](CO)N(CC3CCOCC3)C23CN(S(=O)(=O)CC)C3)cc1,-3.9
C[C@@H]1CN([C@@H](C)CO)C(=O)Cc2cc(NC(=O)Cc3ccccc3)ccc2O[C@H]1CN(C)Cc1ccc(Cl)c(Cl)c1,1.4
CO[C@@H]1CN(C)C(=O)c2cc(NS(=O)(=O)CC(F)(F)F)ccc2OC[C@H](C)N(CCC(F)(F)F)C[C@@H]1C,-0.8
C[C@@H](NC(=O)C[C@H]1C[C@@H]2c3cc(NC(=O)c4cccnc4)ccc3O[C@@H]2[C@@H](CO)O1)c1ccccc1,0.5
CCc1cnc(N2[C@@H](C#N)[C@@H](c3ccccc3)[C@@H]2CO)s1,-0.9
CCCC[C@]12CCCC(=O)N1CCc1c2[nH]c2ccccc12,-0.1
C[C@@H]1CN([C@@H](C)CO)C(=O)c2cc(NC(=O)CCC(F)(F)F)ccc2O[C@@H](C)CCCCO[C@H]1CN(C)Cc1ccncc1,0.9
C[C@@H]1CN([C@H](C)CO)C(=O)c2cccc(NC(=O)C3CCOCC3)c2O[C@@H]1CN(C)Cc1ccc(C(=O)Nc2ccccc2N)cc1,-1.3
COc1ccc(S(=O)(=O)Nc2ccc3c(c2)C(=O)N([C@H](C)CO)C[C@@H](C)[C@@H](CN(C)S(=O)(=O)c2ccc(C)cc2)OCCCC[C@H](C)O3)cc1,-0.4
O=C(c1ccc(F)cc1)N1CCCCN2[C@@H](CO)[C@H](c3ccc(C#CC4(O)CCCC4)cc3)[C@@H]2C1,0.2
# Going on with the list.
SMILES,TcdB inh
COCC(=O)N(C)C[C@@H]1Oc2cc(C#CC(C)(C)O)ccc2S(=O)(=O)N([C@H](C)CO)C[C@H]1C,0.4
CCCNC(=O)N1[C@@H]2CNC[C@H]1C2c1ccc(-c2cccc(C)c2)cc1 (some centres undefined),0.0&-5.5
C[C@H]1CN([C@@H](C)CO)S(=O)(=O)c2ccc(/C=C/c3ccccc3)cc2O[C@@H]1CN(C)C(=O)NC1CCCCC1,0.5
CC(C)C#Cc1ccc2c(c1)O[C@H](CN(C)Cc1cncnc1)[C@@H](C)CN([C@@H](C)CO)S2(=O)=O,1.3
CCC(=O)Nc1ccc2c(c1)C(=O)N(C)C[C@H](OC)[C@H](C)CN(C(=O)C1CC1)[C@H](C)CO2,-0.4
C[C@H]1CN([C@@H](C)CO)C(=O)c2cc(NC(=O)Nc3ccc(C(F)(F)F)cc3)ccc2O[C@@H]1CN(C)Cc1ccc(C(=O)Nc2ccccc2N)cc1,-0.8
CNC(=O)C[C@@H]1CC[C@H]2[C@@H](COC[C@H](O)CN2C(=O)Nc2ccc3c(c2)OCO3)O1,0.0
CCCNC(=O)Nc1ccc2c(c1)OC[C@H](C)N(CC1CCCC1)C[C@@H](C)[C@H](OC)CN(C)C2=O,0.9
O=C(N[C@@H]1CC[C@@H](CC(=O)N2CCN(c3ccccc3)CC2)O[C@H]1CO)c1ccccc1,-1.1
CNC[C@H]1Oc2ccc(NS(C)(=O)=O)cc2C(=O)N([C@@H](C)CO)C[C@@H]1C,0.7
C[C@@H]1CN([C@@H](C)CO)C(=O)c2cccc(NC(=O)C3CCCCC3)c2O[C@H]1CN(C)Cc1ccc(Oc2ccccc2)cc1,-0.9
C[C@H]1CN([C@@H](C)CO)C(=O)c2cccc(NC(=O)CCCCCC(=O)Nc3ccccc3N)c2O[C@H]1CN(C)Cc1ccc(C(F)(F)F)cc1,0.0
COc1ccc(S(=O)(=O)Nc2ccc3c(c2)C(=O)N([C@@H](C)CO)C[C@H](C)[C@H](CN(C)C(=O)NC2CCCCC2)O3)cc1,0.3
O=C(Nc1ccc2c(c1)[C@@H]1C[C@H](CC(=O)N3CCCCC3)O[C@@H](CO)[C@@H]1O2)NC1CCCC1,0.0
COCC(=O)Nc1ccc2c(c1)[C@@H]1C[C@@H](CC(=O)NCc3ccccc3)O[C@@H](CO)[C@@H]1O2,-0.2
Cc1noc(C)c1NC(=O)Nc1ccc2c(c1)C(=O)N([C@H](C)CO)C[C@@H](C)[C@@H](CN(C)C(=O)C1CCCCC1)OCCCC[C@@H](C)O2,-0.4
O=C(C[C@H]1C[C@@H]2c3cc(NC(=O)Nc4ccccc4)ccc3O[C@@H]2[C@@H](CO)O1)NCc1cccc(F)c1,0.1
O=C(C[C@H]1CC[C@@H]2[C@H](COC[C@H](O)CN2C(=O)c2ccccc2)O1)Nc1ccccc1,-0.3
CC(=O)N1CCCCN2[C@H](CO)[C@H](c3ccc(-c4ccncc4)cc3)[C@H]2C1,-0.8
C[C@H]1CN([C@@H](C)CO)C(=O)c2cc(-c3cncnc3)cnc2O[C@@H]1CN(C)C(=O)Cc1ccccc1,0.8
CO[C@@H]1CN(C)C(=O)c2cc(NC(=O)C3CCOCC3)ccc2OC[C@@H](C)N(Cc2nccs2)C[C@@H]1C,1.0
C[C@@H]1CN([C@@H](C)CO)C(=O)c2cc(NS(C)(=O)=O)ccc2O[C@@H](C)CCCCO[C@H]1CN(C)C(=O)Nc1ccc(C(F)(F)F)cc1,0.5
CC(C)CC#Cc1cnc2c(c1)C(=O)N([C@H](C)CO)C[C@@H](C)[C@@H](CN(C)S(=O)(=O)c1ccccc1)O2,0.5
C[C@H](CO)N1C[C@H](C)[C@@H](CN(C)Cc2ccc(C(F)(F)F)cc2)Oc2ccc(NC(=O)C3CCCCC3)cc2CC1=O,0.7
CC(=O)N(C)C[C@H]1Oc2cc(C#CCN(C)C)ccc2S(=O)(=O)N([C@H](C)CO)C[C@H]1C,-0.4
C[C@@H]1CN([C@@H](C)CO)C(=O)c2cc(NC(=O)Nc3ccc(F)cc3)ccc2O[C@@H]1CN(C)S(=O)(=O)c1ccccc1,-0.3
C[C@@H]1CN([C@H](C)CO)C(=O)c2cccc(NC(=O)C3CC3)c2O[C@@H]1CN(C)S(=O)(=O)c1cccs1,-0.6
CN1c2ccc(-c3cccc(C#N)c3)cc2[C@H]2[C@H](CCN2C(=O)CN2CCOCC2)[C@@H]1CO,-4.6

# Six compounds already listed, sorted by molecular weight, high to low.
SMILES,TcdB inh
C[C@H]1CN([C@@H](C)CO)C(=O)c2cc(NC(=O)Nc3ccc(C(F)(F)F)cc3)ccc2O[C@@H]1CN(C)Cc1ccc(C(=O)Nc2ccccc2N)cc1,-0.8
C[C@H]1CN([C@@H](C)CO)C(=O)c2cccc(NC(=O)CCCCCC(=O)Nc3ccccc3N)c2O[C@H]1CN(C)Cc1ccc(C(F)(F)F)cc1,0.0
COc1ccc(NC(=O)Nc2ccc3c(c2)CC(=O)N([C@H](C)CO)C[C@H](C)[C@H](CN(C)Cc2ccccc2)O3)cc1,-0.4
COc1cccc(NC(=O)C[C@@H]2CC[C@@H]3[C@H](COc4ccc(NC(=O)C5CCCCC5)cc4C(=O)N3C)O2)c1,-0.2
C[C@@H]1CN([C@@H](C)CO)C(=O)c2cc(/C=C/c3ccccc3)cnc2O[C@@H]1CN(C)C(=O)C1CCC1,-0.1
CCCC[C@]12CCCC(=O)N1CCc1c2[nH]c2ccccc12,-0.1
